# KB-3-1 cytotox – kills parental KB-3-1 adenocarcinoma cells; KB-3-1 viability, CellTiter-Glo ATP luminescence, 72 h; Potency, µM (doses to about 46.1 µM), for inactives: at the highest dose activity change, negative = cytotoxic, usual class: cytotoxic; 400,000 tested, 1.4% active; AID 1347075; further: potency means the concentration at half of the fitted maximal effect; on the % scale 0 is the no-effect control and ±100 the full control effect; nearly all actives have a fitted effect of over 60% in size
#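 Cytotoxicity measured as CellTiter-Glo luminescence after 72 h at 37 C. Compound titrations were pinned onto drug-naive KB-3-1 parental adenocarcinoma cells grown in DMEM with 10% FBS, and normalized data fitted to concentration-response curves.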
# DRD3 agonist – activates the human D3 dopamine receptor | P35462 | D3R DiscoveRx beta-arrestin cells, luminescence, 90 min | max activation, % | 410,000 tested, 0.58% active | AID 652048; in the data active means max activation above about 30%; further: 0% is about no effect; mostly tested at two doses, the higher about 12 µM
# Target sequence (P35462 whole entry, looked up): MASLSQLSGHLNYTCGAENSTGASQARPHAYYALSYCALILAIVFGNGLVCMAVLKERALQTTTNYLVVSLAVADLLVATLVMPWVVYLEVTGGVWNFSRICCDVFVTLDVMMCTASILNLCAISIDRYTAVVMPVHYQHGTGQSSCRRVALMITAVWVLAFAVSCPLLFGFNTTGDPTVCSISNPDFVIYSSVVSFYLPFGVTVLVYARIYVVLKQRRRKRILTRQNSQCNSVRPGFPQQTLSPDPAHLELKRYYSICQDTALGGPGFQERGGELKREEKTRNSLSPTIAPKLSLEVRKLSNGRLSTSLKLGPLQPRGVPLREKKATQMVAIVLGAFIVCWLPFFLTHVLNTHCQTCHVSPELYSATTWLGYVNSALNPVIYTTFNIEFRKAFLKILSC
#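 Cells at 1500/well, incubated overnight, then treated with pinned compounds (dopamine as control) for 90 min at 37 degrees C. DiscoveRx reagent added for 30 - 60 minutes at room temperature; luminescence read.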
# KB-V1 MDR tox – kills drug-selected multidrug resistant KB-V1 cells. KB-V1 MDR cells viability, CellTiter-Glo, 72 h. Potency, µM (highest dose often 46.1 µM), for the others: at the top dose activity change, negative = cytotoxicity, usual class: cytotoxic. 400,000 tested, 3.4% active; further: potency means the concentration at half of the fitted maximal effect; on the % scale 0 is the no-effect control and ±100 the full control effect; nearly all actives have a fitted effect of over 60% in size
#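 Drug-selected KB-V1 cells, grown in DMEM lacking phenol red with 10% FBS, receive compound titrations; after three days at 37 degrees C, surviving cell ATP is quantified by CellTiter-Glo luminescence and responses normalized and curve-fitted.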
# The depositor's hits bear a star; ? = inconclusive. Unless noted, the call rests on the fitted dose curve; in most records, active means well fitted cell-killing curve with a large enough effect; inconclusive means small, poorly fitted or top-dose-only effect, or effect the other way; inactive means flat fitted curve, though single readings scatter. This is a subset; count on the stated rates, not on these rows.
SMILES,KB-3-1 cytotox,DRD3 agonist,KB-V1 MDR tox
COc1ccc(C)cc1NC(=O)c1c(C)oc2ncn(CC(C)C)c(=O)c12,-2%,4,?
CCCOc1cccc(C(=O)N(Cc2cc(OC)c(OC)c(OC)c2)C2CCS(=O)(=O)C2)c1 (stereo not given),1%,1,?
Cc1ccc(Nc2c(-c3ccc(N4CCOCC4)cc3)nc3c(C)cccn23)cc1,-4%,4,?
COc1ccc2nc(NC(=O)c3nc(SC(C)C)ncc3Cl)sc2c1,0%,3,-18%
CCOc1ccc(Nc2nnc(-n3nc(C)cc3C)c3ccccc23)cc1,-4%,-12,-29%
Cc1c(C(=O)N2CCCCCC2)c(S(=O)(=O)Nc2cccc(C#N)c2)c(C)n1C,-1%,5,2%
Cc1cc(Cl)ccc1NC(=O)CCn1nc(C)c2c(C)n(-c3ccccc3)nc2c1=O,-7%,-11,8%
COc1cc(C2CC(=O)N(c3ccccc3)C3=C2C(=O)OC3)cc(OC)c1OC (stereo not given),12%,-6,29%
COc1cccc(Nc2cc(C)nc3nc(-c4ccc(Cl)cc4)nn23)c1,1%,3,-4%
O=S(=O)(c1ccc(Br)cc1)c1nc(-c2cccs2)oc1SCc1ccc(F)cc1,-2%,2,-5%
O=C(COc1cccc(Cl)c1)N1CCC(c2nc3ccccc3s2)CC1,4%,4,-24%
CCNc1nc2c(c(=O)n(C)c(=O)n2C)n1Cc1ccc(F)cc1,?,-13,-4%
COc1cc(NC(=O)CC2C(=O)OCCN2Cc2ccccc2)cc(OC)c1 (stereo not given),14%,8,13%
Cc1cc(NC(=O)c2cc(-c3cccc(Cl)c3)on2)n(-c2ccccc2)n1,0%,-13,?
Cc1ccc(C(=O)Nc2ccccc2C(=O)O)cc1S(=O)(=O)N1CCCCCC1,-9%,17,18%
CCS(=O)(=O)N1CC(=O)N(c2ccccc2C)C(C)(C(=O)NC2CCCCC2)C1 (stereo not given),4%,-3,11%
CCN1CCN(c2ncc3c(n2)CCN(Cc2ccc(OC(C)C)cc2)C3)CC1,3%,-21,-8%
O=S(=O)(NCC(c1ccco1)N1CCN(c2ccccc2)CC1)c1cc(F)ccc1F (stereo not given),-5%,-4,4%
CC1CCc2c(sc3nnn(CC(=O)Nc4cccc(C(F)(F)F)c4)c(=O)c23)C1 (stereo not given),0%,-3,0%
Cc1ccc2c(c1)C(c1ccccc1)N(C(=O)COc1ccc(Cl)cc1Cl)CC(=O)N2 (stereo not given),?,7,?
COc1ccc(-c2noc(COc3cc(C)ccc3C)n2)cc1OC,2%,4,-2%
COc1ccc(CNC(=O)c2cc3cccc4c3n2CC(C)S4)cc1 (stereo not given),3%,-5,-14%
Cc1cc(Cl)ccc1NC(=O)C1CCCN(c2nnc(C)c3c(C)n(-c4ccccc4)nc23)C1 (stereo not given),-2%,1,14%
COc1ccc(Cn2c(=O)c3cccnc3n(CC(=O)Nc3ccc(C)c(F)c3)c2=O)cc1,-3%,-10,-2%
COc1ccc(CCNC(=O)c2ccc3c(c2)sc2nc(-c4ccc(C)cc4)cn23)cc1OC,-5%,10,2%

# At a glance, part of the list above.
SMILES,KB-3-1 cytotox,DRD3 agonist,KB-V1 MDR tox
COc1cccc(Nc2cc(C)nc3nc(-c4ccc(Cl)cc4)nn23)c1,1%,3,-4%
O=S(=O)(c1ccc(Br)cc1)c1nc(-c2cccs2)oc1SCc1ccc(F)cc1,-2%,2,-5%
O=C(COc1cccc(Cl)c1)N1CCC(c2nc3ccccc3s2)CC1,4%,4,-24%
CCNc1nc2c(c(=O)n(C)c(=O)n2C)n1Cc1ccc(F)cc1,?,-13,-4%

# More records:
SMILES,KB-3-1 cytotox,DRD3 agonist,KB-V1 MDR tox
COc1ccc2c(Sc3ccccc3)c(C(=O)NCc3ccc(OC(C)C)cc3)[nH]c2c1,0%,-9,-22%
O=C(Cn1c(-c2cccs2)cc2ccccc21)NCCc1ccc(Cl)cc1,1%,-8,-21%
COCCn1c(C)cc(O)c(C(c2ccc(F)cc2)N2CCN(c3ccccc3)CC2)c1=O (stereo not given),9%,-16,17%
CCOc1ccc(CNC(=O)CSc2c3c(nc4cc(Cl)ccc24)CCCC3)cc1,0%,-11,-27%
CCc1ccccc1NC(=O)CSc1nnc(-c2ccccc2)c(-c2ccccc2)n1,-9%,-7,10%
Cc1c(C(=O)OCc2ccccc2)[nH]c2c1C(=O)CC(c1ccc(C(C)(C)C)cc1)C2 (stereo not given),-4%,-3,20%
Cc1cccc(OC(C)C(=O)Nc2nonc2-c2ccc(Br)cc2)c1C (stereo not given),-5%,-9,10%
Cc1ccc(-n2nc3c(N4CCCC(C(=O)NCCc5ccccc5)C4)nnc(C)c3c2C)cc1 (stereo not given),3%,3,4%
Cc1ccc(Cl)cc1N1CCN(C(=O)C2CCN(Cc3nc(-c4ccc(Cl)cc4)oc3C)CC2)CC1,-3%,-4,-16%
CCOC(=O)c1scc(-c2ccccc2)c1S(=O)(=O)Nc1ccccc1OC,-24%,1,?
Cc1ccc2nc(-c3cc(NC(=O)/C=C/c4ccccc4)ccc3Cl)oc2c1,0%,-10,1%
COc1ccccc1CNC(=O)Cn1ncn2c(cc3sccc32)c1=O,-4%,7,14%
COc1ccccc1NC(=O)CSc1nnc2c3ccccc3n(C)c2n1,4%,10,23%
COc1ccc(-c2n[nH]c3c2cnc2cc(OC)c(OC)cc23)cc1,6%,4,24%
COc1ccc(NC(=O)CSc2nc3ccccc3n2CC(=O)N(C)C2CCCCC2)cc1,-8%,-24,-4%
CCc1ccccc1N(CC)C(=O)c1c(C)oc2ncn(C)c(=O)c12,-5%,-2,0%
Cc1ccc(-c2nc(CS(=O)(=O)CC(=O)Nc3cc(C)ccc3C)c(C)o2)cc1,-7%,-5,-11%
CCOc1ccc(NC(=O)c2cnc(N3CCCCC3)c3ccccc23)cc1,-28%,9,-6%
COc1ccc(S(=O)(=O)Nc2cc3c(cc2NCc2ccccc2)n(C)c(=O)n3C)cc1OC,-11%,-5,-5%
CC(C)Oc1ccc(CNC(=O)c2ccccc2NC(=O)c2nsc3ccccc23)cc1,-4%,-19,-26%
Cc1ccccc1NC(=O)c1c(NC(=O)c2ccccc2F)sc2c1CCC(C)C2 (stereo not given),2%,4,3%
COc1ccc(Cl)cc1NC(=O)CSc1nc2ccccc2c2nc(-c3ccccc3)nn12,4%,7,2%
O=C(c1cccs1)N(Cc1cccnc1)c1nc2c(Cl)cccc2s1,-8%,-6,?
Cc1cc(C)c2oc(C(=O)Nc3ccc(S(=O)(=O)N4CCCCCC4)cc3)cc(=O)c2c1,5%,7,27%
Cc1ccc(OCC(=O)Nc2ccc(-c3nc4ccc(C)cc4o3)cc2)cc1,12%,8,1%

# 5 compounds from above, showing only KB-3-1 cytotox.
Structure	KB-3-1 cytotox
CCOc1ccc(CNC(=O)CSc2c3c(nc4cc(Cl)ccc24)CCCC3)cc1	0%
CCc1ccccc1NC(=O)CSc1nnc(-c2ccccc2)c(-c2ccccc2)n1	-9%
Cc1c(C(=O)OCc2ccccc2)[nH]c2c1C(=O)CC(c1ccc(C(C)(C)C)cc1)C2 (stereo not given)	-4%
Cc1cccc(OC(C)C(=O)Nc2nonc2-c2ccc(Br)cc2)c1C (stereo not given)	-5%
Cc1ccc(-n2nc3c(N4CCCC(C(=O)NCCc5ccccc5)C4)nnc(C)c3c2C)cc1 (stereo not given)	3%

# Look-ups from above:
# Reading for `COc1cc(C2CC(=O)N(c3ccccc3)C3=C2C(=O)OC3)cc(OC)c1OC` (stereo not given) under DRD3 agonist: -6
# Reading for `COc1ccc(Cl)cc1NC(=O)CSc1nc2ccccc2c2nc(-c3ccccc3)nn12` under KB-3-1 cytotox: 4%

# Following part:
SMILES,KB-3-1 cytotox,DRD3 agonist,KB-V1 MDR tox
COc1cc(OC)c(NS(=O)(=O)c2c(C)nc3sc(C)cn3c2=O)cc1Cl,-20%,2,-8%
O=C(Nc1ccc(Cl)cc1)C1CCN(c2nc3ccccc3nc2C(F)(F)F)CC1,2%,3,?
O=C(Nc1ccccc1F)c1ccc(Cn2nc(N3CCN(c4ccccc4)CC3)ccc2=O)o1,?,-9,?
CC(=O)c1cc(-c2ccccc2)n(CC(=O)NC2CCCCCC2)c1C,2%,-6,3%
Cc1ccccc1COC(=O)c1ccc(-c2nnn(Cc3ccccc3F)n2)cc1,2%,6,14%
CN1CCN(C(CNC(=O)c2ccc(F)cc2)c2ccc3c(c2)OCO3)CC1 (stereo not given),15%,-5,?
CCOc1ccc(Nc2c(S(=O)(=O)c3ccc(C)cc3)cnc3ccc(F)cc23)cc1,-17%,-2,1%
Cn1cc(C(=O)NCc2ccccc2)c(=O)c2cc(S(=O)(=O)N3CCCCCC3)ccc21,3%,-18,?
O=C(NCCc1ccc(Cl)cc1)C1CCN(Cc2cc3ccccc3n2Cc2ccccc2)CC1,1%,-18,-15%
CN(C)c1ccc(-c2nc(-c3ccncc3)no2)cc1[N+](=O)[O-],-2%,-4,-4%
Cc1ccc2c(=O)cc(C(=O)Nc3nc4ccc(Cl)cc4s3)oc2c1,10%,4,?
Cc1cccc(C(=O)Nc2ccc3oc(-c4cccc5c(Br)cccc45)nc3c2)c1,0%,10,-5%
COc1cccc(NC(=O)N(Cc2cn(C)c3ccccc23)C2CCCCC2)c1,-11%,-17,-28%
O=C(Nc1ccccc1-c1nc2ccccc2s1)c1cc(Cl)cc(Cl)c1,0%,6,?
CC(C)NC(=O)c1ccccc1NC(=O)c1nsc2ccccc12,5%,-17,4%
COCCCNC(=O)CCC(=O)N1Cc2cccc(OC)c2Oc2ncccc21,3%,2,-14%
COc1cccc(CNC(=O)Cc2ccc(NC(=O)N3CCCCc4ccccc43)cc2)c1OC,-1%,0,-8%
COc1ccc(-c2cc(C(=O)NCCc3ccccc3)c3c(-c4ccccc4)[nH]nc3n2)cc1OC,7%,4,8%
Cc1ccc(C)n1-c1c(C(=O)NCC(C)c2ccccc2)sc2ncccc12 (stereo not given),?,-8,19%
CCOC(=O)Cc1c(C)nc2cc(-c3ccc(C(C)(C)C)cc3)nn2c1C,9%,13,-14%
CCOCCCn1c(SCC(=O)OCC)nc2c(sc3ccccc32)c1=O,2%,-20,?
CCC(Sc1nnc2c3ccccc3n(C)c2n1)C(=O)Nc1nnc(C(C)C)s1 (stereo not given),-8%,-13,-10%
CCc1ccccc1Nc1ncnc2c1cnn2-c1ccc(Cl)cc1,2%,0,9%
COc1ccc(Nc2cc(C(=O)NC3CCCC3)c3ccccc3n2)cc1,15%,4,-1%
O=C(Nc1c(O)c2ccccc2oc1=O)c1ccccc1Cl,3%,11,21%
# (more compounds)
SMILES,KB-3-1 cytotox,DRD3 agonist,KB-V1 MDR tox
CCOc1ccc(NS(=O)(=O)c2ccc(C(=O)N(C)C)s2)cc1,2%,-23,-4%
OC(c1ccccc1)c1nc2ccccc2n1Cc1c(F)cccc1Cl (stereo not given),-20%,5,-21%
O=S(=O)(Nc1cccc(-c2ccc(N3CCCCC3)nn2)c1)c1ccc(Cl)s1,-1%,-6,-3%
CCOC(=O)c1cc2c(=O)n3ccccc3nc2n(Cc2ccco2)c1=NC(=O)c1ccc(C(C)(C)C)cc1,1%,11,-10%
COc1ccc(C2CC(=O)c3cc(-c4nc(-c5cccc([N+](=O)[O-])c5)cs4)c(=O)n(-c4ccc(OC)cc4)c3C2)cc1 (stereo not given),4%,-5,-3%
CCOC(=O)c1ccccc1NC(=O)N(Cc1ccc(CC)cc1)Cc1cn[nH]c1-c1ccc(OC)cc1,-22%,29,?
Cc1cccc(N(CC(=O)Nc2cccc(Cl)c2C)S(C)(=O)=O)c1C,9%,-9,-21%
CCC(C)NC(=O)c1cc2n(n1)CCCN(Cc1ccc(C)cc1)C2=O (stereo not given),-6%,-12,?
Cc1ccc(Cl)cc1-n1ncc2c(NCCc3ccccc3)ncnc21,-2%,11,-3%
O=C(CSc1oc(-c2ccccc2)nc1S(=O)(=O)c1ccc(Cl)cc1)c1ccccc1,-4%,-15,-5%
COc1ccc(C(=O)N2CC(=O)Nc3ccc(Br)cc3C2c2ccc(F)cc2)cc1OC (stereo not given),1%,-2,?
CC(=O)c1c(C)oc2c1cc(NS(=O)(=O)c1ccc(Br)cc1)c1ccccc12,5.2µM*,-10,?
CCOc1ccc(Nc2nc3ccccc3n3c(CC)nnc23)cc1,-9%,9,?
COc1cc(-c2nc(SCC(=O)Nc3ccc4c(c3)OCO4)c(-c3ccccc3)[nH]2)cc(OC)c1OC,?,-8,?
CCN(C(=O)C1CCC(CNS(=O)(=O)c2cccc3nsnc23)CC1)c1ccc(C)c(C)c1 (stereo not given),?,-2,?
COc1ccc(Cl)cc1N(C)C(=O)C(=O)Nc1ccc2nc3n(c(=O)c2c1)CCCCC3,10%,8,1%
CNC(=O)C1CCC(Cn2c(=O)c3sccc3n(CC(=O)NCc3ccc(F)cc3)c2=O)CC1 (stereo not given),-16%,0,4%
Cc1ccc(CCNc2nc3ccccc3c3nc(-c4ccccc4)nn23)cc1,-1%,-3,-11%
CCCCNC(=O)c1cc(-c2ccc(OC)cc2)nc2n[nH]c(-c3cccc([N+](=O)[O-])c3)c12,7%,4,0%

# Screening results: PubChem BioAssay, National Center for Advancing Translational Sciences (NCATS)
